Bioassay records as filed in PubChem.
DDE Tn6 FP inh: inhibitors of Tn6 peptide binding to fibrin DD(E), primary screen, biochemical, fluorescence polarization, human fibrin, Tn6 probe. Fibrin DD(E) TRITC-Tn6 fluorescence polarization displacement. Fibrinogen beta chain (Homo sapiens), P02675. 370,000 tested, 0.21% active. inhibition, % at 8.3 µM. AID 720509, 2013;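 active means inhibition above a per-campaign cutoff: mean of compounds within control limits plus 3 SD, cut at about 15% in these data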;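 further: 0% = median of all compound wells on the plate and 100% = blocking peptide control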
ADAM17 inh: ADAM17 inhibitors, primary screen, biochemical, QFRET; recombinant ADAM17, EDANS/DABCYL FRET peptide cleavage; inhibition, % at 6.95 µM; 370,000 tested, 0.83% active; AID 720648, 2013;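 active means inhibition above the mean of compounds lying between control limits plus 3 SD, set per campaign, cut at about 8.5% in these data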;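 further: 0% = DMSO-only wells as the low control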
Target sequence (P78536 215-824 limits assumed): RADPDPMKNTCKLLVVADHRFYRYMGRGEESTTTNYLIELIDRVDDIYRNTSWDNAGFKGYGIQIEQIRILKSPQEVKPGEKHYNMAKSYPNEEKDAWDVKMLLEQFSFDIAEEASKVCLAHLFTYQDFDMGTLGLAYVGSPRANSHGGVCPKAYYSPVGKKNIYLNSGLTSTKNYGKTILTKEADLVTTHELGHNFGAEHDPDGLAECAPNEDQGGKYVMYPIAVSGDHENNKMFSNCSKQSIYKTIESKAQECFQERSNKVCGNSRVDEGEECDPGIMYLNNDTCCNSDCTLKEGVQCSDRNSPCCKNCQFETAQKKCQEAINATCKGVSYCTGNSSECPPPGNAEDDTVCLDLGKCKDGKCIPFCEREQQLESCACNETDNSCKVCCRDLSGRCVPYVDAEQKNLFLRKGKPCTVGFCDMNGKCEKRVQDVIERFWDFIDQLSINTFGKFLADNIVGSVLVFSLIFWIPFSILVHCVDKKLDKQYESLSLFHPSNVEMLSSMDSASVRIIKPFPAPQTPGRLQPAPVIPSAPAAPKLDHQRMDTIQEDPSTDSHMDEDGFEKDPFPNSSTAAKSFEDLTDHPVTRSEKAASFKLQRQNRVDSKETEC
ARFGAP1 inh: inhibitors of rat ARFGAP1 GAP activity, primary screen, biochemical, fluorescence polarization, GDP tracer; ADP-ribosylation factor GTPase-activating protein 1 (Rattus norvegicus), Q62848; Arfgap1-stimulated ARF1 GTP hydrolysis, GDP FP detection; inhibition, % at 16.5 µM; 360,000 tested, 0.26% active; AID 651572, 2012;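 active means inhibition above a per-plate limit, mean inhibition of low control wells plus 3 SD, cut at about 25% in these data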;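 further: 0% = DMSO wells with enzyme and 100% = wells lacking Arfgap1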
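Material: truncated rat Arfgap1 GAP domain; Incubation: compound-enzyme preincubation 20 min, reaction 120 min, detection 60 min, 25 °C; Read-out: percent inhibition of Arfgap1-stimulated GTP hydrolysis; Technique: FP, GDP Alexa 633 tracer displaced from anti-GDP antibody, 620/688 nm; Controls: No-Arfgap1 wells (100%) versus DMSO full-reaction wells (0%); Replication: single well per compound.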
ASAP1 inh: inhibitors of human ASAP1 ArfGAP activity, primary screen, biochemical, fluorescence polarization; ASAP1-stimulated ARF1 GTP hydrolysis, GDP FP detection; 360,000 tested, 0.19% active; Arf-GAP with SH3 domain, ANK repeat and PH domain-containing protein 1 (Homo sapiens), …; inhibition, % at 16.5 µM; in the data active means inhibition above about 25%;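 further: 0% = vehicle with enzyme and substrate and 100% = no enzyme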
UHRF1 binding: UHRF1 methylated DNA binding inhibitors, primary screen, counter-screen for MBD2 inhibitor project, biochemical, TR-FRET, human UHRF1, single concentration; AID 687016, 2013; UHRF1 binding to methylated oligo; 370,000 tested, 0.75% active; inhibition, % at 4.4 µM; E3 ubiquitin-protein ligase UHRF1 (Homo sapiens), Q96T88; in the data active means inhibition above about 21%;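 further: UHRF1 SRA domain binding a hemimethylated CpG hairpin DNA probe; 0% = median of test compound wells and 100% = reference inhibitor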
PLCb3 inh: human PLC-beta3 inhibitors, primary screen, biochemical, fluorescence; Purified PLC-beta3, fluorogenic substrate; AID 720704, 2013; 1-phosphatidylinositol 4,5-bisphosphate phosphodiesterase beta-3 (Homo sapiens), Q01970; inhibition, % at 12.2 µM; 370,000 tested, 0.18% active; in the data active means inhibition above about 11%;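 further: 0% = median of compound wells on plate and 100% = full blocker control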
MBD2 inh: inhibitors of MBD2 binding to methylated DNA, primary screen, biochemical, TR-FRET, DNA-binding domain, human; Methyl-CpG-binding domain protein 2 (Homo sapiens), Q9UBB5; MBD2 binding to methylated oligonucleotide; inhibition, % at 4.4 µM; 370,000 tested, 0.31% active; AID 686964, 2013; in the data active means inhibition above about 13%
Target sequence (Q9UBB5 whole entry, looked up, the tested form may be a part): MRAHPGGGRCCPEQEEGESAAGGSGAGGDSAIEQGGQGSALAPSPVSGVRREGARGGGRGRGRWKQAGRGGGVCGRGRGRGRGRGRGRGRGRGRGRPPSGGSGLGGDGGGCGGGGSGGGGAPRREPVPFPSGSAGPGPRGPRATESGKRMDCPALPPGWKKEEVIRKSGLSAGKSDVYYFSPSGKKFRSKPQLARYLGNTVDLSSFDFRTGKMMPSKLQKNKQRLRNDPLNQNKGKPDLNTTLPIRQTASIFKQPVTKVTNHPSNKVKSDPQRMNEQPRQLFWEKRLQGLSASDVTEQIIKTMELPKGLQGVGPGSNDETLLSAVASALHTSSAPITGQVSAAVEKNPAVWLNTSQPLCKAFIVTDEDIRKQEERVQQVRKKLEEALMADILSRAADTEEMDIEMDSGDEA
proKLK7 act: proKLK7 zymogen activators, primary screen, biochemical, fluorescence intensity | activation, % at 7 µM | Kallikrein-7 (Homo sapiens), P49862 | 370,000 tested, 0.9% active | purified proKLK7, EDANS-DABCYL substrate fluorescence; 100% is mature enzyme control, 0% vehicle;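 active means activation above the mean of all tested compounds plus 3 SD, computed per campaign excluding outliers beyond control limits, cut at about 13% in these data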
PLC-gamma1 inh: PLC-gamma1 enzyme inhibitors, primary screen, biochemical, fluorescence, purified enzyme. inhibition, % at 12.2 µM. fluorogenic substrate. 370,000 tested, 0.84% active. AID 720700, 2013; in the data active means inhibition above about 9.5%
DDE Tn7 FP inh: inhibitors of Tn7 peptide binding to fibrin DD(E), primary screen, biochemical, fluorescence polarization, human fibrin, Tn7 probe. FP displacement of FITC-Tn7 peptide from fibrin DD(E); 0% = median of compound wells per plate. inhibition, % at 8.3 µM. 370,000 tested, 0.13% active. AID 720508, 2013;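 active means inhibition above the mean of compounds falling within the control limits plus 3 SD of them, cut at about 14% in these data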;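 further: 0% = plate median of compound wells and 100% = 10 µM Aha-Tn7 peptide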
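System: human fibrin DD(E); quantity: Fibrin-DD(E) at 2 µM final; also added: fluorescent Tn7 probe at 0.1 µM; compound dosing: single nominal test concentration of 8.3 µM per compound; schedule: 10 min preincubation, 3 h with tracer, room temperature; detection: fluorescence polarization of the labelled Tn7 tracer; repeats: one replicate per compound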
* = called active by the depositor.

Compound	DDE Tn6 FP inh	ADAM17 inh	ARFGAP1 inh	ASAP1 inh	UHRF1 binding	PLCb3 inh	MBD2 inh	proKLK7 act	PLC-gamma1 inh	DDE Tn7 FP inh
CN(CC(=O)OCC(N)=O)S(=O)(=O)c1ccc(Cl)cc1	4	-1	9	-1	-1	-4	-1	0.3	1	2
O=C(NCCCNC(=O)c1ccccn1)c1ccc(Br)cc1	-2	3	-5	-16	-2	-6	-4	0.3	3	-2
CC(=O)N1CCN(c2ccc(NCc3ccc(C(C)C)cc3)cc2)CC1	1	-3	2	-9	0	-45	2	1.2	-39	-8
NC(=S)N1CCCc2ccccc21	0	1	8	15	-1	-4	4	0.5	2	-7
O=C(Nc1ccc(Cl)c(Cl)c1)Nc1cc(C(=O)N2CCOCC2)ccc1N1CCCCC1	-1	3	-6	-3	0	0	-2	0.3	0	-3
Cc1c(C(=O)N2CCC(Cc3ccccc3)CC2)sc2ncnc(N3CCC(C)CC3)c12	-2	-1	7	-6	2	1	1	-0.1	0	-3
O=S(=O)(O)CCS	-4	-4	-12	-8	0	0	-3	-0.3	0	-3
CN(C)CCNc1ncnc2c1ncn2[C@H]1CN(Cc2ccncc2)C[C@@H](CO)O1	0	-5	-4	0	1	-1	2	-0.6	0	0
CCOc1ccc(NC(=O)CSCC(=O)O)cc1	-2	2	0	-6	1	2	-3	0.3	6	-5
CCOC(=O)[C@]12CCC=C1N(Cc1ccccc1)C(=O)[C@H](CC(=O)NCc1cccs1)C2	-3	-4	-1	-1	0	-1	1	-0.6	-1	-1
Cc1cc(Cl)ccc1OCC(=O)N(Cc1ccco1)c1c(N)n(Cc2ccccc2)c(=O)[nH]c1=O	-3	-1	-1	7	0	-9	1	0.4	-2	-3
COC(=O)c1ccn(-c2nc(-c3ccco3)cc(C(F)(F)F)n2)n1	0	-48	-1	1	2	-122	-6	1.8	-98	3
CN(CCO)C(=O)C1CCN(c2ncc(C(F)(F)F)cc2Cl)CC1	3	-1	7	18	-1	3	1	0.1	2	-3
O=C(CNC(=O)c1ccccc1)Oc1cccc(Cl)c1	3	0	2	1	-1	-3	2	-0.1	2	0
Cc1cc(Cl)ccc1N=C1N=C(N)c2ccccc21	6	3	8	5	-1	6	-1	0.8	8	-7
COCCS(=O)(=O)N(Cc1ccc(Br)cc1)[C@@H](C)C(=O)OC	-3	-3	3	7	0	3	1	0.1	1	0
Cc1cccc(N2CCN(C(=O)CCC(=O)N3CC(C)Oc4ccccc43)CC2)c1C (stereo unspecified)	-5	5	-3	-7	2	1	-1	1.1	4	-3
O=C(NCCC1=CCCCC1)C1CCCN(S(=O)(=O)c2cccc3cccnc23)C1 (stereo unspecified)	8	-1	11	-8	-2	3	-2	-0.6	-1	-6
Cc1cccc(NS(=O)(=O)c2ccc3[nH]c(=O)cc(C(=O)OC(C)C(=O)Nc4ccc([N+](=O)[O-])cc4)c3c2)c1 (stereo unspecified)	50*	15*	14	4	3	-11	-6	-3.5	4	-4
CCc1nc2ccccc2c(C(=O)Oc2cccc3cccnc23)c1C	-5	-1	13	15	-2	1	2	-0.4	0	-2
Cc1cc(C)n(-c2nc(SCC(=O)Nc3nccs3)c3c4c(sc3n2)COC(C)(C)C4)n1	-2	-3	-8	-3	-2	-1	5	0.8	-3	-4
CCCCN1C(=O)C(=O)N(CC(=O)Nc2ccc(C(N)=O)cc2)C1=O	0	-4	-2	-3	-2	-5	0	0.2	1	3
CC1(C)CC(=O)c2c(O)c(-c3ccccc3)c(=O)n(-c3ccccc3)c2C1	3	-2	-5	3	1	-17	-1	-1.8	-17	-3
CCN(C(=O)CN1C(=O)NC(c2ccccc2)(c2ccc(C)c(C)c2)C1=O)C1CCCCC1 (stereo unspecified)	-8	8	-8	15	0	-3	-2	0.6	3	4
CCCCNCc1ccc(OCc2ccc(Cl)nc2)c(OC)c1	-1	0	7	-2	-3	-4	1	0.0	2	-2

Full records from above.
Cc1cc(C)n(-c2nc(SCC(=O)Nc3nccs3)c3c4c(sc3n2)COC(C)(C)C4)n1 reads DDE Tn6 FP inh: -2; ADAM17 inh: -3; ARFGAP1 inh: -8; ASAP1 inh: -3; UHRF1 binding: -2; PLCb3 inh: -1; MBD2 inh: 5; proKLK7 act: 0.8; PLC-gamma1 inh: -3; DDE Tn7 FP inh: -4
CC1(C)CC(=O)c2c(O)c(-c3ccccc3)c(=O)n(-c3ccccc3)c2C1 reads DDE Tn6 FP inh: 3; ADAM17 inh: -2; ARFGAP1 inh: -5; ASAP1 inh: 3; UHRF1 binding: 1; PLCb3 inh: -17; MBD2 inh: -1; proKLK7 act: -1.8; PLC-gamma1 inh: -17; DDE Tn7 FP inh: -3

Grouped by structure, those above with bromine.
Compound	DDE Tn6 FP inh	ADAM17 inh	ARFGAP1 inh	ASAP1 inh	UHRF1 binding	PLCb3 inh	MBD2 inh	proKLK7 act	PLC-gamma1 inh	DDE Tn7 FP inh
O=C(NCCCNC(=O)c1ccccn1)c1ccc(Br)cc1	-2	3	-5	-16	-2	-6	-4	0.3	3	-2
COCCS(=O)(=O)N(Cc1ccc(Br)cc1)[C@@H](C)C(=O)OC	-3	-3	3	7	0	3	1	0.1	1	0

Next compounds follow.
Compound	DDE Tn6 FP inh	ADAM17 inh	ARFGAP1 inh	ASAP1 inh	UHRF1 binding	PLCb3 inh	MBD2 inh	proKLK7 act	PLC-gamma1 inh	DDE Tn7 FP inh
c1ccc2c(c1)oc1c(Nc3ccc4c(c3)OCCO4)ncnc12	-4	-32	6	18	-4	-95	-3	1.1	-85	-4
CC1=C(C(=O)N2CCOCC2)CC(CC(=O)NCCCCc2ccccc2)C(=O)N1Cc1ccc(C(C)(C)C)cc1 (stereo unspecified)	-4	3	1	8	1	-2	7	0.1	3	5
CC(C)(CO)NCc1ccccc1OCC(=O)Nc1ccccc1	-3	-4	14	7	0	4	-3	-0.9	2	3
COCCC(=O)N1CCC(Oc2ccc(C(=O)NCc3cc(C)n(C)n3)cc2)CC1	1	-2	0	8	-1	-1	2	0.5	1	9
COc1ccc(CN2CC(C(=O)NCC3CCCO3)CC2=O)cc1 (stereo unspecified)	-3	-3	-5	-9	-1	2	-2	1.0	3	4
Cc1ccc(C(=O)N2CCN(C)CC2)cc1S(=O)(=O)N1CCCCC1	-2	3	-8	7	0	6	-6	-0.7	4	-3
Cc1ccc(-c2cccc(NC(=O)C3C4C=CC(C4)C3C(=O)O)c2)o1 (stereo unspecified)	0	-5	-15	-2	-2	-25	-6	0.4	-24	-5
Brc1ccc(-c2csc(/N=C/N3CCOCC3)n2)cc1	-5	1	11	5	5	4	0	-0.5	6	4
COc1ccc([C@@H](C)NC(=O)CCc2nnc(-c3cc(C)on3)o2)cc1	10	-4	-15	0	-1	-2	-1	0.1	2	-2
C[C@]12CC[C@H](OC(=O)CCC(=O)O)CC1=CCC1C2CC[C@@]2(C)C1CC[C@@H]2N (stereo partly specified)	1	-2	7	3	7	1	0	-0.9	4	0
Fc1ccccc1N=C1Nc2cccc3cccc1c23	-5	-3	15	1	-4	-15	-2	0.3	-14	0
O=C(CN1C(=O)C2CC=CCC2C1=O)Nc1ccc(S(=O)(=O)N2CCOCC2)cc1 (stereo unspecified)	-6	-2	16	3	2	-2	0	-0.5	-2	-1
O=C(CSc1ncn[nH]1)NCc1ccccc1Cl	-2	1	25*	-3	-3	1	3	0.1	3	-11
CC(C)Sc1nc2ccccc2n1CC(N)=O	-2	-2	2	-8	-2	2	-2	0.0	6	-4
O=c1o[nH]c(-c2ccccc2)c1C=Nc1ccc(Cl)cc1	-1	-1	5	-11	1	0	2	0.5	-2	3
CC(C)(C)NC(=O)C(c1cccs1)N(Cc1cccs1)C(=O)c1csnn1 (stereo unspecified)	6	-3	-4	10	1	0	2	-0.2	0	-8
CCOc1ccc(C(C(=O)NC2CCCCC2)N(C(=O)c2csnn2)C2CC2)cc1 (stereo unspecified)	-8	0	-7	13	0	-3	2	-1.0	1	-4
O=C(CCN1C(=O)c2ccccc2C1=O)c1cnc[nH]1	0	6	-2	-5	2	3	-5	0.1	4	-3
O=C1C(Cl)=C(NCc2ccco2)C(=O)c2ccccc21	4	-4	11	23	-15	-1	-22	0.2	-2	6
COC(=O)Cc1c([C@H](C)[C@@H](OC)c2ccccc2Br)nnn1Cc1ccccc1	-7	-1	-5	-9	1	3	1	-0.2	0	-5
COc1cc(CNC(C)c2ccccc2)cc(Cl)c1OCC(=O)Nc1ccccc1 (stereo unspecified)	-6	1	10	1	3	-1	6	-0.6	9	3
C=CCc1cccc2cc(C(=O)NCCOC)c(=O)oc12	-4	-27	5	6	0	-36	-2	1.4	-17	-4
O=[N+]([O-])c1ccc(N2CCOCC2)c([N+](=O)[O-])c1	-1	-2	5	0	-6	7	-9	-0.5	2	-6
O=C1COc2ccc(S(=O)(=O)Nc3ccc(OC(F)(F)F)cc3)cc2N1	-3	3	1	5	0	3	-3	0.6	0	5

3 compounds already listed, sorted by the number in MBD2 inh, highest first:
SMILES	DDE Tn6 FP inh	ADAM17 inh	ARFGAP1 inh	ASAP1 inh	PLCb3 inh	MBD2 inh	proKLK7 act	PLC-gamma1 inh	DDE Tn7 FP inh
COCCC(=O)N1CCC(Oc2ccc(C(=O)NCc3cc(C)n(C)n3)cc2)CC1	1	-2	0	8	-1	2	0.5	1	9
COc1ccc([C@@H](C)NC(=O)CCc2nnc(-c3cc(C)on3)o2)cc1	10	-4	-15	0	-2	-1	0.1	2	-2
Cc1ccc(C(=O)N2CCN(C)CC2)cc1S(=O)(=O)N1CCCCC1	-2	3	-8	7	6	-6	-0.7	4	-3
